# Screens deposited in PubChem BioAssay by several laboratories.
# PME-1 inh: blocks human protein phosphatase methylesterase 1. Q9Y570. recombinant PME-1, FP-Rh probe fluorescence polarization. inhibition, % at 5.9 µM. hit rate 0.53% among 320,000;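 active = inhibition above the campaign mean of all compounds plus 3 SD, cut at about 26% in these data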;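 note: competitive labeling of PME-1 active site by serine hydrolase directed probe; 0% = PME-1 with DMSO and 100% = wells lacking PME-1 enzyme; inhibitors block probe labeling so polarization falls and inhibition rises; many of its hits are not listed in these tables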
# Target sequence (Q9Y570 whole entry, looked up): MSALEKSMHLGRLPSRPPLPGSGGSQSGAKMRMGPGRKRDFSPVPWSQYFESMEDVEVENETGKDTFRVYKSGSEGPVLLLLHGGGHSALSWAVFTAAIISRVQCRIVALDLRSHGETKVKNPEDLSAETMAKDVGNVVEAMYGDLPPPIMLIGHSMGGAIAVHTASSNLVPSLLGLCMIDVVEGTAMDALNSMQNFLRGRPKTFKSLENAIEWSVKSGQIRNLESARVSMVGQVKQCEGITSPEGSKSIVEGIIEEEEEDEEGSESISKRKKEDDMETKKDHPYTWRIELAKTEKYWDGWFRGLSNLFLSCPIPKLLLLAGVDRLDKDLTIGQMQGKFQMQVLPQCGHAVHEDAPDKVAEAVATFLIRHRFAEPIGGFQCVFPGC
# Fam108B inh: Fam108B inhibition, counter-screen for RBBP9 inhibitors | recombinant Fam108B, FP-Rh probe fluorescence polarization | inhibition, % at 9.51 µM | hit rate 0.33% among 300,000;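 active = inhibition above the screen mean inhibition plus 3 SD, computed separately per campaign, cut at about 18% in these data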;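 note: inhibitors lower polarization as less probe binds the enzyme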
# MCL1 BIM primary: inhibitors of human MCL1 binding to BIM-BH3 peptide; GST-MCL1 / FITC-Bim-BH3 fluorescence polarization; inhibition, % at 10.9 µM; Q07820; hit rate 0.68% among 320,000;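 active = inhibition above the mean inhibition of all tested compounds plus 3 SD, set per campaign, cut at about 40% in these data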;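 note: 0% = DMSO wells and 100% = unlabeled Bim-BH3 peptide control; higher means more loss of mP so more displacement of Bim peptide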
# GLD-1 TGE inh: GLD-1-TGE RNA interaction inhibition (C. elegans). purified GLD-1 + fluorescein TGE RNA, fluorescence polarization. inhibition, % at 5.96 µM. hit rate 0.44% among 320,000. AID 2280;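 active = percent inhibition above a per-plate cutoff, the plate mean of test compounds plus 3 SD, cut at about 30% in these data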;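 note: 0% = DMSO wells with GLD-1 and probe and 100% = wells lacking GLD-1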
# GRK2 inh: blocks RNA aptamer binding to human GRK2. hit rate 0.59% among 330,000. bead flow cytometry, FAM-aptamer displacement from GRK2. AID 488847. inhibition of aptamer binding, % at 10 µM. P25098;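 active = inhibition of aptamer binding above 40%, roughly 3 SD of noise, on plates passing a quality check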;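 note: median bead fluorescence of bound FAM aptamer so fluorescent compounds give negative values; no value below 0 was filed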
# MEX-5 binding: C. elegans MEX-5 TCR-2 RNA binding activity | Q9XUB2 | MEX-5/FITC-TCR2 RNA binding, fluorescence polarization; hits give low values | activity score (negative = inhibition of binding), % at 10 µM | hit rate 0.38% among 300,000;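 active = inhibition past about -25% in most replicates, and total fluorescence under double the plate's negative control median, limit read from the data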;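 note: 0% = DMSO and -100% = 5 µM competing unlabeled TCR2 RNA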
# Target sequence (Q9XUB2 whole entry, looked up): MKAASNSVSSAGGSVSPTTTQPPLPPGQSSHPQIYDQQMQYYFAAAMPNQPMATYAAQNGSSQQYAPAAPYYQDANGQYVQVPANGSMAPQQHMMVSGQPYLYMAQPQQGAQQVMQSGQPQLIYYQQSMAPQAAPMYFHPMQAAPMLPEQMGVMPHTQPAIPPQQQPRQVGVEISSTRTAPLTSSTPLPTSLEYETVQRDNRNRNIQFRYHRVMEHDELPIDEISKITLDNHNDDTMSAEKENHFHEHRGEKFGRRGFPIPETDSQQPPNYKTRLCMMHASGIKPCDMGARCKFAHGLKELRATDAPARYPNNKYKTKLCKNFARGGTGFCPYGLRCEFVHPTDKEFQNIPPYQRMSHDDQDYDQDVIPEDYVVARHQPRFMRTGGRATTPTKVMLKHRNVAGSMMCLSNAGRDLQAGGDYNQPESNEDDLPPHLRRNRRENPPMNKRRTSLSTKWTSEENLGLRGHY
# Efflux pump inh: inhibitors of Candida antifungal efflux pumps expressed in yeast. S. cerevisiae Candida pump triplex, Nile Red efflux. inhibition, % at 10 µM. hit rate 0.44% among 330,000. AID 485275;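 active = plate passing quality check with inhibition over a set limit, or well fluorescence over plate mean plus 4 SD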;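 note: Nile Red retained in pooled yeast measured as flow cytometry median fluorescence; 0% = buffer negative control and 100% = Enniatin B positive control; higher means more Nile Red kept so more efflux inhibition; some compounds called inactive have numbers as strong as hits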
# BCLXL inh: blocks human Bcl-xL binding to Bim BH3 peptide. Q07817. GST-Bcl-xL / FITC-Bim BH3 peptide fluorescence polarization. inhibition, % at 10.9 µM. hit rate 0.7% among 320,000;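 active = inhibition above the mean of all tested compounds plus 3 SD, cutoff set per campaign, cut at about 30% in these data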;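 note: 0% = DMSO wells and 100% = unlabeled Bim-BH3 peptide competitor; inhibitors lower millipolarization by displacing the labeled peptide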
# Target sequence (Q07817 whole entry, looked up): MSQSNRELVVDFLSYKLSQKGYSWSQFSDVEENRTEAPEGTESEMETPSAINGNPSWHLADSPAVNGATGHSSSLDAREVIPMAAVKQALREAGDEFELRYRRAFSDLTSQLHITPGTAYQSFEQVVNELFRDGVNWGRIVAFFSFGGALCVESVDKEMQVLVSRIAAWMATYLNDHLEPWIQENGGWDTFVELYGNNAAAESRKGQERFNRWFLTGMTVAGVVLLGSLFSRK
# VLA-4 inh: inhibition in a human VLA-4 binding assay | P13612 | VLA-4 expressing cells, ligand binding flow cytometry | inhibition, % (about 7 µM as worked out from the volumes in the protocol) | hit rate 0.2% among 330,000 | AID 2557; in the data active = inhibition above about 50%
# * hit, by the source's call; · = not tested or not shown.
# Start of the listing, in advance (3 entries):
SMILES,PME-1 inh,Fam108B inh,MCL1 BIM primary,GLD-1 TGE inh,GRK2 inh,MEX-5 binding,Efflux pump inh,BCLXL inh,VLA-4 inh
Cc1noc(C)c1Cc1c(Cl)cccc1Cl,1,-2,4,-11,1,-0.7,0.0,4,9
O=C(Cc1csc(Nc2nc(=S)[nH]c3ccccc23)n1)NCCCN1CCN(c2cccc(Cl)c2)CC1,0,2,1,-6,0,-4.2,0.0,11,-8
CN(C(=O)COC(=O)C1CCN(S(=O)(=O)c2cccs2)CC1)C1CCS(=O)(=O)C1 (stereo not given),8,-1,4,-6,0,2.0,0.0,3,5

# The whole of this part, repeating the preview:
SMILES,PME-1 inh,Fam108B inh,MCL1 BIM primary,GLD-1 TGE inh,GRK2 inh,MEX-5 binding,Efflux pump inh,BCLXL inh,VLA-4 inh
Cc1noc(C)c1Cc1c(Cl)cccc1Cl,1,-2,4,-11,1,-0.7,0.0,4,9
O=C(Cc1csc(Nc2nc(=S)[nH]c3ccccc23)n1)NCCCN1CCN(c2cccc(Cl)c2)CC1,0,2,1,-6,0,-4.2,0.0,11,-8
CN(C(=O)COC(=O)C1CCN(S(=O)(=O)c2cccs2)CC1)C1CCS(=O)(=O)C1 (stereo not given),8,-1,4,-6,0,2.0,0.0,3,5
Cc1cccc(NC(=S)NCc2ccc3c(c2)OCO3)c1,0,-2,13,2,5,-1.3,-0.1,8,7
CCO[C@H]1OC(C(N)=O)=C[C@@H](C(C)(C)C)[C@@H]1CCCO,1,0,1,6,0,3.0,0.0,2,4
Cc1cc2nc(SCC(=O)Nc3ccccc3C(=O)O)[nH]c2cc1C,4,-1,-2,-2,0,-1.5,-0.3,-5,0
O=C(Nc1ccc2c(c1)OCCO2)c1ccc(Cl)cc1,6,4,6,-3,3,0.8,-0.1,-1,0
O=C(CCC1CCCC1)NCCCN1CCOCC1,-2,-3,9,1,0,1.3,0.0,1,13
COc1ccc2nc(SCC(=O)Nc3ccc4c(c3)CCC4)[nH]c2c1,6,0,-13,-2,3,-1.0,0.0,0,1
COc1ccccc1NC(=S)N1CCOCC1,-6,-4,10,7,1,-0.1,0.1,1,16
CCOC(=O)c1ccc2c(c1)nc(COc1ccc3ccccc3c1)n2CC,-11,-4,2,5,0,1.0,-0.1,0,10
Cc1csc(SC(C)C(=O)NCC2CCCO2)n1 (stereo not given),-5,3,5,-1,1,-0.9,0.0,7,9
CCOP(=O)(OCC)c1nc(-c2cccc3ccccc23)oc1NCc1ccc(OC)cc1,4,0,-2,5,0,0.4,0.1,0,27
COc1cc(C)c(Cl)cc1S(=O)(=O)NCCCN1CCOCC1,1,2,9,7,2,1.4,-0.5,1,0
CC(C)Oc1cccc(C(=O)C2CCCN(Cc3cccn3-c3ccccn3)C2)c1 (stereo not given),5,2,5,2,0,2.1,0.0,6,-2
O=C(CCCn1c(=O)oc2ccccc21)N1CCN(c2ccc(F)cc2)CC1,3,-1,-1,7,0,0.5,0.1,3,3
CCOC(=O)C(C)n1cnc2c1c(=O)[nH]c(=O)n2C (stereo not given),0,-3,8,5,2,0.5,-0.1,10,-15
CC(=O)NCCc1ccc(S(=O)(=O)Nc2cccnc2)cc1,-2,2,1,3,0,0.5,0.0,0,10
CCOc1ccccc1N(C)S(=O)(=O)c1ccc2c(c1)CC(C)N2C(=O)C1CC1 (stereo not given),3,2,4,2,0,0.4,-0.2,4,-13
COc1cccc(COC(=O)C2CC(=O)N(Cc3ccco3)C2)c1OC (stereo not given),-2,-2,6,-6,1,1.5,2.5,5,-10
COc1cccc(CNC(=O)CSc2nc3ccc(C)cc3[nH]2)c1,-3,2,-5,-4,2,0.2,-0.1,9,-7
O=S(=O)(c1ccc(F)cc1)n1ccc2cccnc21,3,5,14,1,1,-2.2,-0.2,10,9
Cc1csc(SCC(=O)Nc2cccc(S(=O)(=O)N3CCOCC3)c2)n1,2,0,1,-12,0,1.8,0.1,2,8
O=C(Nc1cccc(C(=O)O)c1)/C(=C/c1ccc2c(c1)OCO2)NC(=O)c1cccc(Br)c1,0,0,-8,-4,0,-0.3,0.0,2,3
Cc1cccc(-c2nc(CS(=O)CC(=O)NC3CCCCC3)c(C)o2)c1 (stereo not given),-2,0,-1,3,2,2.7,0.0,-1,3
CCCC(=O)Nc1ccc(S(=O)(=O)N2CCCC2)cc1,5,1,-2,0,0,-2.3,0.2,1,1
Cc1[nH]c(C)c(S(=O)(=O)N2CCN(c3ccccc3F)CC2)c1C(=O)N1CCCC1,1,1,2,-3,0,-1.2,0.0,-1,21
Cc1nc(-c2ccc(F)cc2)c(CC(=O)N(C)CC(=O)Nc2ccccc2Cl)s1,4,-1,8,5,0,0.5,0.1,0,20
CCOC(=O)N=Nc1c(O)n(Cc2ccccc2)c2ccccc12,-6,0,0,4,0,-1.8,0.0,2,-9
COc1ccccc1CNC(=O)/C=C/c1ccc(Br)o1,0,-4,42*,2,0,2.0,0.2,2,0
CN(C)CCNC(=O)CCn1nc(-c2ccc(Cl)cc2)ccc1=O,-6,1,7,-4,4,-2.3,0.0,5,7
O=C(CN1C2CCCC1CC(NC(=O)c1ccco1)C2)Nc1ccccc1C(F)(F)F (stereo not given),0,-1,4,9,1,1.5,0.0,4,-4
NNC(=O)CC12CC3CC(C1)CC(n1ncnn1)(C3)C2,2,2,5,6,0,-0.1,0.1,8,7
COc1ccc2c(c1)C(=O)[C@H](O)[C@@H](c1ccc(OC)c(Br)c1)O2,19,0,0,2,3,-0.2,0.1,5,-17
Cc1ccc(NS(=O)(=O)c2ccc(CCC(=O)N3CCCC3)cc2)cc1,7,-3,-4,-8,4,4.0,0.1,1,-1
CCN(CC)CCNC(=O)c1ccc(NC(=O)c2ccc(S(=O)(=O)N3CCCCCC3)cc2)cc1,-7,0,-4,-8,0,-3.4,-0.1,-4,10
C=CCOC(=O)c1[nH]c2c(c1C)C(=O)CC(c1ccco1)C2 (stereo not given),-1,-3,0,8,7,1.1,0.6,0,8
CN(C(=O)c1sc2nc(N3CCOCC3)c3c(c2c1N)CCCC3)c1ccccc1,6,0,-4,4,1,-1.2,0.4,-3,2
COc1ccc(-c2oc3ncn(CCN4CCOCC4)c(=N)c3c2-c2ccc(OC)cc2)cc1,15,5,-3,5,0,2.5,-0.1,2,-7
Cc1ccccc1C1NC(c2ccccc2C)C([N+](=O)[O-])C(C)(C)C1[N+](=O)[O-] (stereo not given),-4,-3,-1,6,1,·,0.3,1,2
CCOC(=O)c1c(C)[nH]c(C)c1S(=O)(=O)NCCN1CCN(c2ccccc2F)CC1,1,4,1,6,0,-1.6,0.1,4,20
Cc1cccc(C(=O)NC(=S)Nc2c(C)n(C)n(-c3ccccc3)c2=O)c1,6,5,18,3,1,-0.2,0.1,12,7
Cc1ccc(Cl)cc1NC(=O)C(NS(=O)(=O)c1cccs1)c1ccccc1 (stereo not given),5,0,4,-3,6,3.1,0.1,-1,25
O=C(COc1ccccc1)Nc1ccccc1N1CCN(c2ccccc2)CC1,-3,-3,6,5,0,0.0,-0.1,8,5
COc1ccc([C@H]2CC(=O)C=C(c3ccc(C(=O)O)cc3)C2)cc1OC,3,·,0,-1,0,·,-0.2,4,19
CCOc1ccc(S(=O)(=O)Nc2ccc(S(=O)(=O)N3CCOCC3)cc2)cc1,-5,1,-7,1,4,1.6,0.0,7,-2
COc1ccc(-c2ccc(SCC(=O)N3CC(=O)Nc4ccccc43)nn2)cc1,4,3,6,4,0,-1.0,0.0,6,-3
CCC(C(=O)Nc1ccc(S(=O)(=O)N(C)C2CCN(C)CC2)cc1)c1ccccc1 (stereo not given),2,·,-20,0,0,·,0.0,-14,-5
CN(CC(=O)NCc1ccco1)C(=O)C1CC(=O)N(c2ccc3c(c2)OCCO3)C1 (stereo not given),2,·,-10,-3,1,·,0.3,-3,8
COc1ccc(/C=C/c2c(-c3ccccc3OC)sc3ccccc23)cc1OC,·,·,·,12,5,·,0.3,·,-1
O=C(Nc1cc(F)cc(F)c1)c1ccc(NCCCN2CCCCCC2)c([N+](=O)[O-])c1,4,1,-1,-1,0,1.7,0.4,6,14
O=C(NNC1CC(=O)N(c2ccc(Br)cc2)C1=O)c1cccnc1 (stereo not given),1,-1,6,-12,1,-2.8,0.0,2,-6
COc1ccccc1/C=C/C=N/n1c(-c2ccc(Cl)cc2)n[nH]c1=S,1,-3,-11,-3,0,0.3,0.0,-16,14
O=C(CSc1ncnc2sc3c(c12)CCCC3)NC1CCS(=O)(=O)C1 (stereo not given),·,·,·,-6,0,·,-0.2,·,-9
O=C(Nc1ccon1)c1cccc(C(F)(F)F)c1,0,-2,7,2,0,-3.6,0.0,6,-1
Cc1cc(Cl)c(S(=O)(=O)Nc2ccc3c(c2)OCCO3)cc1OCC(N)=O,1,5,5,6,0,-1.0,-0.2,4,2
Cc1nn(C)c(C)c1CN(C)C(=O)c1cc2nc(-c3ccco3)cc(C(F)(F)F)n2n1,4,2,3,5,0,-1.7,0.0,11,-1
COc1ccc(-c2cc(N)n(S(=O)(=O)c3c(F)c(F)c(F)c(F)c3F)n2)cc1OC,-48,-26,4,8,0,2.6,0.2,5,36
COc1ccc(CNC(=O)C(CCSC)NS(=O)(=O)c2ccccc2F)cc1 (stereo not given),-2,1,6,1,1,2.3,-0.1,6,13
CSc1nnc2c(n1)c(C)nn2-c1ccc(C)cc1,1,1,3,0,5,-4.7,0.0,9,-5

# The list continues:
SMILES,PME-1 inh,Fam108B inh,MCL1 BIM primary,GLD-1 TGE inh,GRK2 inh,MEX-5 binding,Efflux pump inh,BCLXL inh,VLA-4 inh
COc1ccc(C(=O)Nn2c(C)nc3ccccc3c2=O)cc1OC,1,4,-6,3,0,3.1,0.1,0,22
Cn1c(=O)c(C(N)=S)cn(-c2ccccc2)c1=O,-3,-3,3,-8,0,2.0,0.0,-1,16
CCOC(=O)c1cc(-c2nnc(SCC(=O)Nc3ccc(F)cc3)o2)c(C)nc1C,5,-5,-1,10,3,0.5,0.0,0,-4
COc1ccccc1N1CCN(C(=O)CSc2ccc3c(C)cc(C)nc3n2)CC1,1,-2,0,-6,0,-2.7,0.0,7,-14
COC(=O)c1cc(NC(=O)CN2C(=O)CSC2=O)ccc1Cl,-5,0,4,3,0,2.7,0.1,4,17
CN1CCN(C(=O)C2=C[C@H](c3ccc(C(F)(F)F)cc3)C[C@H](OCCCCO)O2)CC1,-4,2,-1,6,0,-0.5,0.1,1,-3
COc1ccc(CCNC2CCN(C)CC2)cc1OC,1,1,6,7,3,-2.2,0.0,6,1
Cc1cccnc1NC(=S)Nc1ncccc1C,-5,-3,2,3,1,1.2,-0.1,4,1
Clc1cc(Br)ccc1OCCN1CCOCC1,-2,4,-7,-7,2,-1.4,0.1,-1,-9
O=C(COc1ccc(S(=O)(=O)N2CCOCC2)cc1)NC1CCCCC1,1,·,-3,1,0,·,0.2,-1,37
CC12CC3CC(C)(C1)CC(NCc1ccncc1)(C3)C2,-2,-3,3,-2,2,·,0.0,10,3
CCOc1ccc(NC(=O)COc2cccc3c2CCN(Cc2cccnc2)C3=O)cc1,-6,4,4,-3,0,4.3,-0.9,2,-27
CCOC(=O)C1(CCc2ccccc2)CCN(C2Cc3ccccc3C2)CC1,0,-2,-1,-9,0,-3.0,0.2,-2,-5
COc1cccc(CNC(=O)c2ccc3c(c2)N(C)CCS3)c1OC,-3,0,2,3,3,1.0,-0.2,5,-4
Clc1ccc(C2Nc3cccc4cccc(c34)N2)cc1Cl,15,24*,31,4,0,1.1,0.2,21,1

# Some of the compounds tested; count on the stated rates, not on these rows.
